rTrxR1 inhibitor: inhibitors of rat thioredoxin reductase 1 | O89049 | recombinant rTrxR1, NADPH fluorescence consumption, selenite substrate | Potency, µM (doses to about 114 µM), inactives show at the highest dose activity change, negative = inhibition, most hits filed as inhibitors | 1% of 390,000 active | AID 588453; further: potency means the concentration at half of the fitted maximal effect; on the % scale 0 is the no-effect control and ±100 the full control effect; nearly all actives have a fitted effect of over 65% in size
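Rat TrxR1 (90 nM in the dispensed reagent) was pre-reduced with 400 uM NADPH for 5 min at room temperature, then incubated with compound for 15 min. After 400 uM selenite was added, NADPH fluorescence (Ex 340/Em 450 nm) was followed for 8 min.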
IDH1 R132H inh: blocks human mutant IDH1 R132H enzyme. IDH1-R132H enzyme, NADPH consumption, diaphorase/resazurin fluorescence. Potency, µM (series often up to 76.6 µM), without a hit: at the top dose activity change, negative = inhibition, usual class: inhibitors. 0.093% of 390,000 active. AID 602179; further: potency means the concentration at half of the fitted maximal effect; on the % scale 0 is the no-effect control and ±100 the full control effect; nearly all actives have a fitted effect of over 65% in size
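IDH1-R132H (0.5 ug/mL dispensed) in pH 7.5 Tris buffer was preincubated 30 min with compound, then given a substrate mix of 0.016 mM NADPH and 2 mM alpha-KG for 80 min at room temperature; remaining NADPH was read by diaphorase/resazurin fluorescence.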
PI4K2A inh: blocks human PI4K2A kinase activity; Q9BTU6; 0.13% of 420,000 active; activity change, negative = inhibition, % at 76.9 µM; purified PI4K2A, ADP-Glo luminescence, 1 h; stronger effect = lower value; in the data active means activity change below about -50%; inconclusive means mostly about -30% to -49%;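 further: -100% = wells without enzyme as full effect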
Target sequence (Q9BTU6 whole entry, looked up): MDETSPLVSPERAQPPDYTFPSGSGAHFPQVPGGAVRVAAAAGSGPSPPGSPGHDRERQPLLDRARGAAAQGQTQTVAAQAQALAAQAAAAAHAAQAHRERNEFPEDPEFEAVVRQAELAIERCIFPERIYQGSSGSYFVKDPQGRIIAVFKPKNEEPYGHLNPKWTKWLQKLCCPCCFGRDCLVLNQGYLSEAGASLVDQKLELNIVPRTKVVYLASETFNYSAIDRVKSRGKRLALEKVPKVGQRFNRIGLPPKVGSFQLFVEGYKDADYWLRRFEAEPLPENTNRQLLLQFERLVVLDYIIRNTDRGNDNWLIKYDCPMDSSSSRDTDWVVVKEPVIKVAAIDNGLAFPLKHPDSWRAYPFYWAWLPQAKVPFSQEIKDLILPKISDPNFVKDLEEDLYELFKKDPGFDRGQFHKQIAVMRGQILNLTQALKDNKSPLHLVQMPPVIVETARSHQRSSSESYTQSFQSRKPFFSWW
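ADP-Glo luminescence measured ADP generated by PI4K2A enzyme (4 ug/mL before mixing) with 1.2 mM PI substrate (pre-mix) and 300 microM ATP (pre-mix). Tris pH7.5 buffer with MgCl2, Triton X-100; 1 h reaction at ambient temperature.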
TRHR PAM: TRH receptor (human) allosteric enhancement; P34981; TRHR cells, fluo-8 calcium fluorescence, EC20 TRH enhancement; enhancement, % at 2 µM; 0.66% of 360,000 active; AID 493056; in the data active means enhancement above about 30%; further: 0% is about no effect
Target sequence (P34981 whole entry, looked up): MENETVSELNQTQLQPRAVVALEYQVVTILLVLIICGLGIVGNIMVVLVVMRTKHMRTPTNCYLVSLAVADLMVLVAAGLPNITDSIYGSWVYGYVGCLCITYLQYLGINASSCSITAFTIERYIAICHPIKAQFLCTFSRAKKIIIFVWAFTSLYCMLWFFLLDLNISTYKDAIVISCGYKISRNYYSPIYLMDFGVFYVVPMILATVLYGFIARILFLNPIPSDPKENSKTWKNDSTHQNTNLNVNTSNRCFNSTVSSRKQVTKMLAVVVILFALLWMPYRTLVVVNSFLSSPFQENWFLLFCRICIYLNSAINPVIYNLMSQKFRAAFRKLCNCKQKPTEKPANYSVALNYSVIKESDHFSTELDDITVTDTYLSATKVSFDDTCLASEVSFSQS
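Enhancer read-out: after compound pinning and an initial kinetic agonist-mode read, an EC20 of TRH (10 nM final) was injected and fluo-8 calcium signal (Ex 480/Em 530) followed at 1 s/cycle for 100 cycles in TRHR-expressing cells.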
D2 antag: antagonists of human D2 dopamine receptor; HEK293 TREx D2 cells, calcium flux, dopamine EC80; inhibition, % at 10 µM; 2% of 340,000 active; in the data active means inhibition above about 30%; further: 0% is about no effect
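Compounds are added to dye-loaded, induced HEK293 T-REx cells coupled to calcium release via D2; after a 3 min kinetic read an EC80 dopamine stimulus is given and fluorescence is recorded for 3 more min.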
TRHR ag: agonists of human TRH receptor | P34981 | TRHR cells, calcium flux fluo-8, FDSS agonist mode | activation, % at 2 µM | 0.18% of 360,000 active | AID 493084; in the data active means activation above about 30%; further: 0% is about no effect
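Agonist-mode FDSS calcium read (Ex 480/Em 530, 1 s cycles) in 1536-well TRHR cells with fluo-8 dye, after 10-cycle baseline and 23 nL compound addition; TRH at EC20 (10 nM final) added afterwards for the enhancer phase.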
TrxR1 substrate: substrates of rat thioredoxin reductase 1 | 0.01% of 390,000 active | O89049 | Potency, µM (doses to about 114 µM), without a hit: at the top dose activity change, negative = substrate turnover | purified TrxR1 substrate turnover, NADPH consumption readout; further: potency means the concentration at half of the fitted maximal effect; on the % scale 0 is the no-effect control and ±100 the full control effect; nearly all actives have a fitted effect of over 50% in size
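Rat TrxR1, dispensed at 90 nM, was prereduced with 400 uM NADPH (final) for 5 min at ~22 deg C, then incubated with compound 15 min before 400 uM selenite. A first-read NADPH fluorescence drop versus no-compound background flagged substrates.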
D2 agonist: activates the human D2 dopamine receptor | P14416 | AID 485358 | activation, % at 2 µM | 0.53% of 340,000 active | HEK293 T-REx D2 cells, calcium flux agonist mode;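 active means activation over 3 SD above normal in the single-dose calcium agonist read, cut at about 30% in these data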; further: 0% is about no effect
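HEK293 Trex D2 cells, tetracycline-induced, o/n 30 C 5% CO2; no-wash Ca dye, RT 30–90 min; 10-cycle baseline, 23 nl cpd added, kinetic Ca read 180 s; agonist hits = positive Ca response.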
USP1-UAF1 inh: blocks the human USP1/UAF1 deubiquitinase complex; 0.23% of 390,000 active; Potency, µM (highest dose often 57.1 µM), without a hit: top-dose activity change, negative = inhibition, most hits filed as inhibitors; recombinant USP1/UAF1, Ub-Rhodamine cleavage fluorescence; further: potency means the concentration at half of the fitted maximal effect; on the % scale 0 is the no-effect control and ±100 the full control effect; nearly all actives have a fitted effect of over 60% in size; inactives centre near -12
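In this screen, compounds sit with the deubiquitinase complex (1nM) for 15 min at room temperature before Ub-Rho is added at 150nM final. Fluorescence rise is then followed for 6 reads every 60 seconds.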
An asterisk follows results filed as active; ? = inconclusive; / = not tested or not shown; & = joins results of further samples; [ ] = dose if it differs, or a comment. Unless noted, the call rests on the fitted dose curve; in most records, active means well fitted inhibition curve with a large enough effect; inconclusive means small, poorly fitted or top-dose-only effect; inactive means no such curve, though single readings can be large or run the other way.

molecule	rTrxR1 inhibitor	IDH1 R132H inh	PI4K2A inh	TRHR PAM	D2 antag	TRHR ag	TrxR1 substrate	D2 agonist	USP1-UAF1 inh
CN(C)S(=O)(=O)c1cc(C(=O)Nc2ccn(C)n2)c(Cl)cc1Cl	-27%	-3%	-2	5	7	-0.6	-12%	-0.3	-11%
O=C(c1ccc2ncsc2c1)N1CCN(c2nc3ccccc3s2)CC1	16%	4%	1	2	-14	0.5	10%	0.4	-17%
COCCNC(=S)N1CCN(S(C)(=O)=O)CC1	17%[57.1 µM]	3%	3	-1	2	0.6	8%[57.1 µM]	1.1	-5%
O=C(C1CCC1)N1CCCc2cc(S(=O)(=O)N3CCN(c4ccccc4)CC3)ccc21	18%	-6%&6%	-1&-3	-5&0	-5	0.0&-0.4	-4%	0.1&0.6	-14%&0%
Cc1ccccc1COc1cccc(/C=N/NC(=O)c2nnn(-c3nonc3N)c2C)c1	39%[activator][57.1 µM]	3%	12	3	1	0.9	5%[57.1 µM]	-0.2	-20%
O=[N+]([O-])c1ccc2[nH]c(=S)[nH]c2c1	-7%[2.29 µM]	6%	4	/	/	/	-11%[57.1 µM]	/	?
CC1Cc2ccccc2N1C(=O)CSc1nnc(Cn2nnc3ccccc32)n1C (centres undefined)	-5%	3%	14	4	14	-1.0	-6%	-0.1	-1%
Cc1cc(-c2ccc(C)c(S(=O)(=O)NCc3ccc(OC(C)C)cc3)c2)on1	29%	5%	6	2	0	0.7	-1%	-1.1	-23%
O=C(C1CCCN(S(=O)(=O)c2ccc(F)cc2)C1)N(Cc1cccs1)C1CC1 (centres undefined)	-5%[57.1 µM]	-3%	1	-5	4	0.3	-7%	4.2	1%
O=C(N[C@@H](Cc1ccc(O)cc1)C(=O)O)c1ccncc1	11%	4%	-2	/	/	/	7%	/	-29%
COc1cc(S(=O)(=O)NCc2ccncc2)c(OC)cc1C	16%	-2%	6	2	-14	0.4	3%	0.5	-16%
COC(=O)Cn1c2ccccc2c2nc(C)sc21	17%	7%	-2	3	-5	0.1	8%	0.4	-9%
COC(=O)NC(NC(=S)Nc1ccc([N+](=O)[O-])cc1)C(Cl)(Cl)Cl (centres undefined)	?	0%	7	-2	-20	1.0	-6%	1.4	-10%
O=C(CNC(=O)c1ccccc1F)NCCc1ccc(Cl)cc1	-2%	1%	-2	-5	9	0.4	-2%	-1.3	-20%
Cc1ccccc1NC(=O)c1cc2c(=O)n3cccc(C)c3nc2s1	19%[57.1 µM]	0%	-1	-1	-9	-1.2	44%[activator][57.1 µM]	-0.5	-10%
O=C(CCCN1C(=O)/C(=C\c2cccs2)SC1=S)Nc1cc([N+](=O)[O-])ccc1O	0%	-4%	-1	3	-8	-1.2	1%	3.9	-1%
O=[N+]([O-])c1ccc(N=Nc2c(Cl)cc(O)cc2Cl)cc1	-39%	-3%	-28	-5	/	7.2	1%[2.29 µM]	/	-23%
O=C(O)Cc1ccc(S(=O)(=O)N2CCCC2)s1	0%[11.4 µM]	-2%	1	/	/	/	5%[57.1 µM]	/	4%
O=C(NCc1ccc2c(c1)OCO2)c1cc2ncc(Br)cn2n1	11%[57.1 µM]	-3%	-17	3	-13	-0.6	6%[57.1 µM]	0.1	-18%
O=C(O)CN1C(=O)CNC1=O	3%	-7%	0	-1	-16	1.0	-5%	1.3	-11%
Cc1ccccc1NC(=O)C(C)OC(=O)c1ccccc1C(=O)N(C)c1ccccc1 (centres undefined)	-3%	5%	2	7	3	-0.3	-1%	0.1	-18%
O=CNc1cc2c(cc1Br)-c1ccccc1C2O (centres undefined)	4%[11.4 µM]	3%	-1	/	/	/	5%[11.4 µM]	/	-8%
Cc1ccc(-c2nc(NC(=O)CSc3nnc(C)s3)ns2)cc1	10%[57.1 µM]	-5%	-3	-1	-23	-0.9	12%[57.1 µM]	-0.8	-17%
COc1ccc(Oc2cc(C)c3cccc(C)c3n2)cc1	23%[57.1 µM]	13%	1	2	-6	0.4	13%[57.1 µM]	5.8	-7%
CN(C)C(=O)Nc1ccccc1	5%	-6%	12	-1	-5	0.5	-1%	1.5	-26%

Molecules shown so far that contain a COOH group:
molecule	rTrxR1 inhibitor	IDH1 R132H inh	PI4K2A inh	TRHR PAM	D2 antag	TRHR ag	TrxR1 substrate	D2 agonist	USP1-UAF1 inh
O=C(N[C@@H](Cc1ccc(O)cc1)C(=O)O)c1ccncc1	11%	4%	-2	/	/	/	7%	/	-29%
O=C(O)Cc1ccc(S(=O)(=O)N2CCCC2)s1	0%[11.4 µM]	-2%	1	/	/	/	5%[57.1 µM]	/	4%
O=C(O)CN1C(=O)CNC1=O	3%	-7%	0	-1	-16	1.0	-5%	1.3	-11%

Next section
molecule	rTrxR1 inhibitor	IDH1 R132H inh	PI4K2A inh	TRHR PAM	D2 antag	TRHR ag	TrxR1 substrate	D2 agonist	USP1-UAF1 inh
Cc1cccc(N2CCN(C(=O)c3ccc(-n4cncn4)c([N+](=O)[O-])c3)CC2)c1C	5%	7%	1	0	/	-1.0	3%	/	-26%
O=C(Cn1[nH]c(=O)c2ccccc2c1=O)OCC(=O)c1ccc(F)c(F)c1	16%	-10%	0	/	/	/	1%	/	-22%
COC(=O)c1cc(NS(=O)(=O)c2ccc(OC)c(OC)c2)ccc1Cl	5%	6%	0	-11	-1	-0.6	-5%	-0.7	-13%
CC(C)OC(=O)CSc1nc(N)c(C#N)cc1C#N	-5%	24%	6	1	13	-0.4	8%	3.9	-3%
CCN1CCCC1CNC(=O)c1cn(CC)c2ccc(S(=O)(=O)N3CCCCCC3)cc2c1=O (centres undefined)	/	/	/	7	-23	0.1	/	0.3	/
Cc1ccccc1NC(=O)N1C2CCC1CC(O)(c1cccnc1)C2 (centres undefined)	10%	10%	15	-4	-9	-0.5	1%	-0.3	-26%
COC(=O)Nc1sc(C(=O)N(C)C)c(C)c1C(=O)OC	-4%	-1%	-2	-11	-9	0.2	-6%	-0.6	-9%
CC1(C)C(=O)Nc2ccccc2N1C(=O)COc1cc(Cl)ccc1Cl	16%	1%	-1	-3	0	-2.7	-5%	0.5	-18%
O=C(COc1ccc(Cl)cc1)Nc1cccc(-c2ccc3nncn3n2)c1	25%	10%	-19	7	-11	-0.7	10%	-0.7	-12%
CCC(C)(C)NC(=O)C(c1cccn1C)N(C(=O)Cn1nnc2ccccc21)c1ccc(OC)cc1 (centres undefined)	3%[57.1 µM]	-4%	4	-5	-10	3.3	12%[57.1 µM]	1.4	-24%
O=c1ccn([C@@H]2O[C@H](CNCc3ccc(-c4cc(C(F)(F)F)ccc4Cl)o3)[C@@H](O)[C@H]2O)c(=O)[nH]1	?	4%	1	/	/	/	5%	/	-21%
COC(=O)c1ccc(CN2CCN(C(C)C)C(CCO)C2)cc1 (centres undefined)	33%	2%	-5	22	-53	0.9	9%	-0.1	-17%
COc1cc(OC)c(S(=O)(=O)Nc2ccccc2C(=O)O)cc1S(=O)(=O)Nc1ccccc1C(=O)O	18%	-1%	-7	2	2	0.5	31%	0.3	-25%
CCOc1ccc(/C=N/NC(=O)c2ccoc2C)cc1OC	?	9%	-20	2	3	-0.5	1%	-0.7	?
Cc1cc(NNC(=O)c2ccccc2)nc(NNC(=O)c2ccccc2)n1	21%	-1%	1	-5	34*	0.9	1%	0.2	-17%
Cc1ccc2oc(C(=O)Nc3sc4c(c3C(=O)NCC3CCCO3)CCC4)cc(=O)c2c1 (centres undefined)	16%	7%	-2	2	/	0.0	-1%	/	-23%
C=CCC1(Cl)C(=O)C(Cl)=C(N2CCN(C)CC2)C1(OC)OC (centres undefined)	9%	-4%	8	-8	1	0.4	0%	3.1	-10%
CCOC(=O)CNC(=O)C(Cc1ccccc1)NS(=O)(=O)c1cccs1 (centres undefined)	-3%[57.1 µM]	-4%	3	-4	-6	0.2	-5%[57.1 µM]	0.4	0%
CN(C)CCCN(C(=O)c1ccco1)c1nc2ccc(Cl)cc2s1	14%	1%	2	2	-21	0.9	4%	0.8	-18%
CC(=O)c1ccc(N2CCN(c3ccc(C(N)=O)cc3[N+](=O)[O-])CC2)cc1	-2%	-3%	-3	12	-7	-0.1	-11%	-0.2	-24%
CCCCSc1nc(CCC)cc(=O)[nH]1	11%	6%	-5	5	8	-1.1	1%	1.8	-10%
C/C(=N/NC(=O)CNC(=O)c1cccnc1)c1ccc(Cl)c(Cl)c1	9%	0%	-1	2	11	0.2	-5%	0.5	-8%
Cc1cccn2cc(CSc3nnc(Nc4ccc(C(C)C)cc4)s3)nc12	8%	-6%	2	-6	8	-1.2	1%	-0.5	-1%
COC(=O)CN1C(=O)C(O)(CC(=O)c2ccc(C)cc2)c2ccccc21 (centres undefined)	14%[57.1 µM]	11%	-7	-2	-17	0.2	10%[57.1 µM]	0.9	3%
C=CC[C@H](CC(=O)NCCO)C(=O)N[C@@H](C)COC(=O)[C@H](CC=C)CC(=O)OC(C)(C)C	17%	21%	-3	/	/	/	1%	/	-7%
CC(C)NC(=S)NNc1ncnc2sc3c(c12)CC(C)(C)OC3	1%	0%	-5	/	/	/	6%	/	-17%
Cc1ccc(O)c(/C=N/NC(=O)c2[nH]ncc2Br)c1	-3%	4%	-14	7	-2	0.0	-1%	1.2	-16%
COCCc1ncc(CN2CCCC(C(=O)Nc3cccc(-c4cccc(C)c4)c3)C2)cn1 (centres undefined)	-6%[57.1 µM]	-9%	-7	-2	3	0.1	-4%[57.1 µM]	-0.1	-4%

Two entries from above in another layout:
The line under a structure holds: rTrxR1 inhibitor, IDH1 R132H inh, PI4K2A inh, TRHR PAM, D2 antag, TRHR ag, TrxR1 substrate, D2 agonist, USP1-UAF1 inh
> COC(=O)c1ccc(CN2CCN(C(C)C)C(CCO)C2)cc1 (centres undefined)
→ 33%, 2%, -5, 22, -53, 0.9, 9%, -0.1, -17%
> CCOc1ccc(/C=N/NC(=O)c2ccoc2C)cc1OC
→ ?, 9%, -20, 2, 3, -0.5, 1%, -0.7, ?
